Bioassay records deposited in PubChem BioAssay by National Center for Advancing Translational Sciences (NCATS).
Epigenetic derep = epigenetic control regulation, reporter derepression. murine LDR cells, GFP reporter derepression, 30 h. Potency, µM (highest dose often 53.9 µM), without a hit: at the top dose GFP activation, hits mostly activators. 0.2% of 280,000 active. AID 1865; note: potency is the fitted concentration of half-maximal effect; % of control where 0% means no effect; nearly all actives have a fitted effect of over 60% in size
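Reporter derepression read as number of fluorescent GFP-positive objects, 20-120 um in size, counted by laser-scanning cytometer. Mouse LDR line with an epigenetically silenced CMV-GFP locus; compound incubation 30 h, 37 C.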
Tau FP inhib = blocks human tau fibril formation measured by polarization; P10636; K18 P301L tau heparin fibrillization, Alexa594 FP, 6 h; Potency, µM (top dose mostly 57.7 µM), without a hit: at the top dose activity, negative = inhibition, most hits filed as inhibitors; 0.39% of 280,000 active; AID 1468; note: potency is the fitted concentration of half-maximal effect; % is set by controls: 0 for no effect and ±100 for the full control effect; nearly all actives have a fitted effect of over 55% in size
Target sequence (P10636 561-689 P618L limits assumed): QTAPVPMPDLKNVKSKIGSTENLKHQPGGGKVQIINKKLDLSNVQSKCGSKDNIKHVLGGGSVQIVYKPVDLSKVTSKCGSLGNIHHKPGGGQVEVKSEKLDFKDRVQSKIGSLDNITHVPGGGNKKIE
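Heparin (20 uM) drove fibril formation of recombinant tau K18 P301L, 15 uM unlabeled with 0.24 uM Alexa 594 label, for 6 hr at 37 C in 100 mM sodium acetate pH 7. Fluorescence polarization (555/632 nm) read 1 hr after 30 uM ThT.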
TRb SRC2 PPI = TRbeta-SRC2 interaction inhibition | TRbeta-SRC2 peptide binding, fluorescence polarization; receptor liganded with 1 µM T3 | Potency, µM (top dose mostly 106 µM), inactives show at the highest dose activity change, negative = inhibition, hits mostly inhibitors | 0.065% of 280,000 active;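 note: potency is the fitted concentration of half-maximal effect; plate controls were bound peptide for no effect and peptide without receptor for full effect; nearly all actives have a fitted effect of over 50% in size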
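Quantitative HTS by FP: 0.6 uM TRb LBD, 20 nM labeled SRC2 20-mer, 1 uM T3, 5% DMSO; 5 hr ambient incubation; % activity per concentration and potencies from concentration series.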
NPSR antag = neuropeptide S receptor (human) antagonism, cAMP | Q6W5P4 | CHO-NPSR cells, cAMP TR-FRET, antagonist mode | Potency, µM (titrated, usually from 38.3 µM), for inactives: at the top dose activity change, negative = inhibition, usual class: inhibitors | 1% of 220,000 active; note: potency is the fitted concentration of half-maximal effect; % is set by controls: 0 for no effect and ±100 for the full control effect; nearly all actives have a fitted effect of over 50% in size; many of its hits are not listed in these tables
Target sequence (Q6W5P4 whole entry, looked up): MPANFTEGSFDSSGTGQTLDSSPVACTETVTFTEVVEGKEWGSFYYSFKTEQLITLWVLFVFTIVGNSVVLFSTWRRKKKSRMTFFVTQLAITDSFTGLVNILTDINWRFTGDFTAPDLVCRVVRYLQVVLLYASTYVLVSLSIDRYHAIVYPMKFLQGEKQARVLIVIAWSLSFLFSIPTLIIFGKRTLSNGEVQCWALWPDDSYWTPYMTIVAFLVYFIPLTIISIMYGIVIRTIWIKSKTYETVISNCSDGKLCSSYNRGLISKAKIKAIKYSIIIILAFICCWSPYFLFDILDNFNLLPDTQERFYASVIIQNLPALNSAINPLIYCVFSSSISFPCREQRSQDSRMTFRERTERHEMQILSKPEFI
TexasRed fluor = alters Texas Red total fluorescence, flagging assay interference; TRb/SRC2 Texas Red total fluorescence interference; Potency, µM (doses to about 106 µM), without a hit: top-dose fluorescence change, negative = quenching; 0.29% of 280,000 active; AID 1479; active = well fitted curve in either direction with a large enough effect; inconclusive = small, poorly fitted or top-dose-only effect; note: potency is the fitted concentration of half-maximal effect; % is set by controls: 0 for no effect and ±100 for the full control effect
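Flags fluorescent or light-absorbing compounds by total fluorescence, S + 2P, at 555 nm excitation and 632 nm emission. Mixture: 20 nM Texas Red SRC2 peptide, 0.6 uM human TRb LBD, 1 uM T3, 5% DMSO; compound exposure 5 h at ambient temperature.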
Tau fluor counter = counter-screen for tau fibril formation inhibitors; 0.93% of 280,000 active; tau K18 P301L Alexa594 fluorescence, heparin fibrillization; Potency, µM (titrated, usually from 57.7 µM), for inactives: at the top dose activity change, negative = decrease; note: potency is the fitted concentration of half-maximal effect; % is set by controls: 0 for no effect and ±100 for the full control effect; nearly all actives have a fitted effect of over 55% in size
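Human tau K18 P301L (15 uM unlabeled, 0.24 uM Alexa 594-labeled) in 100 mM sodium acetate pH 7 with 20 uM heparin, 6 hr at 37 C. ThT 30 uM added, 1 hr ambient; Alexa 594 FP and total fluorescence read at 555/632 nm.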
GLA spleen mod = alpha-galactosidase A (human) modulation | 0.008% of 240,000 active | P06280 | AID 2107 | Potency, µM (series often up to 80 µM), inactives show top-dose activity change, negative = inhibition, actives largely listed as inhibitors | human spleen homogenate, 4MU-alpha-Gal fluorescence, 40 min;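 note: potency is the fitted concentration of half-maximal effect; 0% = enzyme with vehicle and -100% = no enzyme basal signal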
Target sequence (P06280 32-429 limits assumed): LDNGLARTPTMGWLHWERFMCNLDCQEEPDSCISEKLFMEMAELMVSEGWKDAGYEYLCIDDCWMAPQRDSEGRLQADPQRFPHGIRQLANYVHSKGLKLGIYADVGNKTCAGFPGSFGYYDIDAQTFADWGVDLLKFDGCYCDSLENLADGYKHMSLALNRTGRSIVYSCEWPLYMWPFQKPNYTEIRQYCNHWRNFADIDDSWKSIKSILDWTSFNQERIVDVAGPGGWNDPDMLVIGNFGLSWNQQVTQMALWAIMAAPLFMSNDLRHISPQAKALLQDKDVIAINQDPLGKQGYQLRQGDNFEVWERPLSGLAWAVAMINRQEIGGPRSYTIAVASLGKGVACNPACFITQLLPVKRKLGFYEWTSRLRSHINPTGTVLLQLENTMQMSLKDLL
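Human spleen homogenate (1 ug) as enzyme source, 4-methylumbelliferyl-alpha-D-galactopyranoside 1 mM final, citrate/phosphate pH 5.0 with 0.01% Tween-20. Compounds 40 min at 37C, NaOH/glycine stop; fluorescence Ex 365/Em 440, Hill-fit AC50.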
CBFb-RUNX1 inh = inhibitors of human CBF-beta and RUNX1 interaction; Q01196+Q13951; AlphaScreen CBFb-His/RUNX1-biotin binding, biochemical; Potency, µM (doses to about 59.8 µM), for inactives: at the highest dose activity, negative = inhibition, usual class: inhibitors; 230,000 tested, under 10 active; AID 1477; note: % of control where 0% means no effect
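His-tagged CBF-beta and biotinylated RUNX1 (30 nM each) were premixed 20 min at room temperature, exposed to compound for 15 min, then given nickel-chelate and streptavidin AlphaScreen beads (50 ng each). After 90 min, AlphaScreen signal was read.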
Starred values were filed as active, the others as inactive; u = inconclusive; x = not tested or not shown; & = joins results of further samples; [ ] = remark or other dose. Unless noted, calls come from the whole dose curve; as a rule, active = well fitted curve in the direction sought with a large enough effect; inconclusive = small, poorly fitted or top-dose-only effect, or another doubt; inactive = no such curve, though single readings can be large; an effect the other way counts as inactive or inconclusive.

item	Structure	Epigenetic derep	Tau FP inhib	TRb SRC2 PPI	NPSR antag	TexasRed fluor	Tau fluor counter	GLA spleen mod	CBFb-RUNX1 inh
1	CCOC(=O)N1CCN(C(=O)c2ccc3c(c2)N(Cc2cc(C)ccc2C)C(=O)c2ccccc2S3=O)CC1 (stereo not given)	0.0%	-1%	-3%	x	-4%	2%	x	x
2	COc1ccc(Cl)cc1NC(=O)CN(C)CC(=O)Nc1ccc(Br)cc1	0.4%	u	-6%	-38%	-2%	u	-9%	-5%
3	Cc1cc(C)cc(-n2c(C)nc3cc(C(=O)O)ccc32)c1	6.3%&0.0%	-2%&-13%	3%&6%	-14%	0%&-6%	-5%&-15%	4%	0%
4	CCOc1ccccc1C(=O)N[C@H](C(=O)NCc1ccccc1)C(C)C	4.1%	0%	-8%	-18%	-4%	1%	-16%	9%
5	C/C(N)=C(/C#N)C(=O)COC(=O)CNS(=O)(=O)c1ccc2ccccc2c1	-1.8%	-4%	2%	-34%	-1%	-6%	4%	2%
6	O=[N+]([O-])c1ccc(COc2cccc(CNc3ccc(F)cc3)c2)cc1	2.3%	12%	-1%	-18%[46.1 µM]	1%	u	-4%	-1%
7	CCN=c1sc2ccccc2n1CC(O)COc1ccccc1 (stereo not given)	1.6%	0%	13%	-18%[46.1 µM]	0%	-20%	-2%	4%
8	c1ccc(-c2nccc(-c3ccc(-n4cnc5ccccc54)cc3)n2)cc1	-1.4%	u	-11%	u	-2%	u	-7%	-14%
9	Cc1ccn2c(Nc3ccc4c(c3)OCCO4)c(-c3cccs3)nc2c1	1.3%	u	0%	x	-2%	u	x	x
10	Clc1ccc(-c2nc(Cc3ccccc3)no2)cc1	-1.0%	-5%	-5%	-16%[46.1 µM]	-1%	-8%	-5%	17%
11	O=C(CS(=O)c1ccc(F)cc1)Nc1ccccc1Cl (stereo not given)	0.9%	-1%	3%	7%	1%	-2%	6%	-2%
12	O=C(CN1CCCC1)Nc1ccccc1Cl	9.0%	5%	12%	-2%[46.1 µM]	-1%	-8%	5%	5%
13	CCOc1ccc2nc(SCc3ccc(F)cc3)sc2c1	0.0%	-11%	4%	13%	0%	-7%	8%	u
14	Cn1c(=O)n(C/C=C/c2ccccc2)c(=O)c2c1nc1n2CCCN1c1ccc(F)cc1	0.0%	u	-4%	u	-1%	-15%	0%	-6%
15	O=C(OCc1ccccc1)N1CCCC1/C=C/CN1CCOCC1 (stereo not given)	1.1%	4%	4%	0%	1%	2%	-8%	-1%
16	CCn1cc(-c2cc(C(F)(F)F)n3nc(C(=O)O)cc3n2)c(C)n1	0.0%	0%	4%	3%[46.1 µM]	0%	-5%	7%	-1%
17	Cc1ccc(S(=O)(=O)N2CCOCC2)cc1C(=O)Nc1ccc(-c2cn3ccsc3n2)cc1	-0.9%	-12%	-8%	-10%[46.1 µM]	-3%	-12%	6%	-14%
18	COc1ccc(Nc2nc(-c3c(C)nc4ncccn34)cs2)cc1	-2.7%	-2%	-6%	-8%	-3%	u	6%	-1%
19	CCCCOC1CC(c2ccc(OCc3ccc(OC)cc3)c(OC)c2)N(C)O1 (stereo not given)	6.8%	8%	-1%	-43%	0%	-11%	-1%	11%
20	Cc1noc(NC(=O)c2ccc(F)cc2)c1C#N	0.0%	5%	-14%	-9%[46.1 µM]	1%	5%	7%	5%
21	OCCN1CCN(c2nc(N3CCCCC3)nc(N3CCCCC3)n2)CC1	-2.2%	-1%	9%	0%[46.1 µM]	-2%	-2%	5%	1%
22	Nn1c(C2CCCCC2)nc2ccccc2c1=O	-1.1%	0%	-5%	13%	-2%	-6%	4%	22%
23	COCCNC(=S)NNC(=O)c1ccc(-n2cnnn2)cc1	0.1%	-2%	-3%	8%	0%	-5%	-3%	-6%
24	Cc1onc(-c2ccccc2Cl)c1C(=O)N1CCc2ccccc2C1	-0.7%	-1%	5%	-16%[46.1 µM]	-2%	-1%	2%	16%
25	OCCC1CN(Cc2cccc3nonc23)CCN1C1CCCCC1 (stereo not given)	-0.6%	-1%	-2%	-4%	-4%	1%	-3%	5%
26	O=C(Nc1ccc(Cl)cc1)Nc1nc(-c2sccc2Br)cs1	4.3%	u	0%	-16%[46.1 µM]	1%	u	2%	0%
27	CC(=O)c1cccc(NC(=O)CSc2nc3c(=O)n(C)c(=O)n(C)c3n2C)c1	4.6%	-8%	3%	x	0%	-8%	x	x
28	Cc1ccc(C)c(N2C(=O)N(Cc3cc(=O)n4ccccc4n3)c3ccccc3S2(=O)=O)c1	0.0%	3%	-3%	x	-9%	-29%	x	x
29	CCOc1ccc(Nc2sc(C(=O)c3ccc4c(c3)OCO4)c(N)c2S(=O)(=O)c2ccc(C)cc2)cc1	0.8%	-10%	1%	x	-2%	-23%	x	x
30	CC(C)(C)c1ccc(C(=O)C2CCCN(C(=O)CN3CCCC3=O)C2)cc1 (stereo not given)	-1.2%	-3%	-4%	-6%	-5%	-3%	10%	-1%
31	N#CCCn1cnc2c1NC=NC2Cl (stereo not given)	-0.1%	5%	7%	x	-1%	0%	-10%	1%
32	Cc1cccc2cc(CN(Cc3cccs3)S(=O)(=O)c3ccc4c(c3)OCCO4)c(=O)[nH]c12	0.0%	u	4%	1%	-8%	-26%	-1%	-8%
33	CCNC(=O)CN(c1ccccc1)S(=O)(=O)c1ccc(Cl)cc1	0.0%	2%	3%	-13%[46.1 µM]	-4%	-6%	-12%	7%
34	Cc1ccc2nc(N(Cc3cccnc3)C(=O)COc3ccccc3)sc2c1	u	-2%	-1%	x	0%	-5%	x	x
35	COc1cc2cc3c(N)c(C(=O)Nc4sc(C)c(C)c4C#N)sc3nc2cc1OC	11%	8%	u	-8%[46.1 µM]	u	-27%	-1%	x
36	COc1ccc(NC(=O)Cc2csc(C)n2)cc1	-0.5%	1%	-2%	x	-1%	0%	x	x
37	CCCOc1ccc(CNC(=O)C2CCN(C(=O)c3sccc3-n3cccc3)CC2)cc1	1.4%	2%	2%	x	-4%	-17%	x	x
38	Cc1cc(C)c(S(=O)(=O)Nc2cccc3nsnc23)c(C)c1	1.2%	4%	-3%	-9%[46.1 µM]	-1%	-20%	-5%	18%
39	CCOc1ccc(-c2nnc3ccc(SC(C)C)nn23)cc1	-1.2%	-6%	6%	53%	2%	-7%	9%	12%
40	CCSc1nnc(-c2ccncc2)o1	0.9%	-3%	4%	0%[46.1 µM]	-2%	-6%	-5%	2%
41	COc1ccc(N(C(=O)COc2cccc(C)c2)S(=O)(=O)c2ccc(C)cc2)cc1	-1.1%	6%	7%	7%	0%	-2%	3%	1%
42	COC(=O)c1ccccc1NC(=O)Cn1c(SC)c(F)cnc1=O	1.2%	8%	-20%	-4%[46.1 µM]	-2%	14%	7%	-8%
43	CCOc1ccc(-c2nc(N)ncc2Oc2ccccc2Br)c(O)c1	2.1%	u	3%	u	-2%	u	7%	-4%
44	O=C(NCc1ccco1)/C(=C\c1cccs1)NC(=O)c1ccccc1	4.5%	-3%	-9%	0%	-2%	-2%	1%	11%
45	Cc1cccc(C(=O)NCCc2sc(-c3ccccc3)nc2C)c1	0.8%	-18%	-1%	x	0%	-15%	x	x
46	O=C(NNC(=O)c1cccnc1SCc1cccc([N+](=O)[O-])c1)c1ccccn1	0.0%	u	-2%	21%	-4%	-17%	-16%	-5%
47	Cc1nc2c3ccccc3n(CC#N)c(=O)n2n1	0.0%	1%	-1%	12%[46.1 µM]	-3%	1%	-1%	1%
48	O=C(COC(=O)c1ccccc1NS(=O)(=O)c1ccc(Cl)cc1)NCc1ccccc1	-3.8%	-8%	-3%	-13%	-2%	-6%	10%	10%
49	COc1cc(CNc2ccc(O)cc2)cc(Br)c1OCc1ccccc1F	3.1%	u	2%	-25%	-3%	13µM*[quencher]	0%	-1%
50	CCC(=O)NNc1cc(=O)c2c(=O)n(C)c(=O)n(C)c2[nH]1	-3.3%	3%	6%	-8%[46.1 µM]	0%	1%	-4%	-3%
51	Cc1nnc(N/N=C/c2ccco2)n1N	-1.8%	u	7%	0%	-2%	-17%	-6%	-9%
52	O=C(c1ccco1)N1CCCN(Cc2nc(Cc3ccccc3)no2)CC1	1.1%	4%	-5%	5%	-1%	7%	3%	1%
53	CC1CC(C)CN(S(=O)(=O)N2CCC(C(=O)NCc3ccco3)CC2)C1 (stereo not given)	-0.3%	-4%	7%	4%	1%	-7%	4%	2%
54	CCCn1c(SCC(=O)Nc2sc(C)c(C)c2C(=O)OC)nc2c1c(=O)n(C)c(=O)n2C	0.9%	8%	-3%	-6%[46.1 µM]	0%	-1%	0%	3%
55	O=C(C(NS(=O)(=O)c1cccs1)c1ccccc1)N1CCN(c2ccccc2F)CC1 (stereo not given)	-1.0%	0%	5%	-18%[46.1 µM]	0%	-17%	2%	2%
56	COc1ccc(OC)c(N(CC(=O)N2CCCCC2)S(=O)(=O)c2ccc(OC)c(OC)c2)c1	-1.2%	-2%	-5%	-12%[46.1 µM]	-3%	-3%	20%	7%
57	Cc1ccccc1-n1c(SCC(=O)N2CCOCC2)nc(O)cc1=O	0.0%	5%	-14%	-7%[46.1 µM]	3%	3%	4%	3%

Looked up one by one from above:
item	Structure	Epigenetic derep	Tau FP inhib	TRb SRC2 PPI	NPSR antag	TexasRed fluor	Tau fluor counter	GLA spleen mod	CBFb-RUNX1 inh
45	Cc1cccc(C(=O)NCCc2sc(-c3ccccc3)nc2C)c1	0.8%	-18%	-1%	x	0%	-15%	x	x
49	COc1cc(CNc2ccc(O)cc2)cc(Br)c1OCc1ccccc1F	3.1%	u	2%	-25%	-3%	13µM*[quencher]	0%	-1%
41	COc1ccc(N(C(=O)COc2cccc(C)c2)S(=O)(=O)c2ccc(C)cc2)cc1	-1.1%	6%	7%	7%	0%	-2%	3%	1%

Some of the compounds tested. The share of hits here may be higher or lower than overall.
